Source: PubChem
CHT PAM = human CHT allosteric activation; Q9GZV3; CHT-expressing cells, membrane potential dye, choline EC20; stronger effect = higher value; LV-AA mutant CHT in HEK293 cells; B-score at 10 µM; hit rate 0.49% among 310,000; AID 488977;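 active = initial fluorescence not abnormally high and integrated response B-score, plate-corrected, over 3 SD above library mean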
Target sequence (Q9GZV3 whole entry, looked up): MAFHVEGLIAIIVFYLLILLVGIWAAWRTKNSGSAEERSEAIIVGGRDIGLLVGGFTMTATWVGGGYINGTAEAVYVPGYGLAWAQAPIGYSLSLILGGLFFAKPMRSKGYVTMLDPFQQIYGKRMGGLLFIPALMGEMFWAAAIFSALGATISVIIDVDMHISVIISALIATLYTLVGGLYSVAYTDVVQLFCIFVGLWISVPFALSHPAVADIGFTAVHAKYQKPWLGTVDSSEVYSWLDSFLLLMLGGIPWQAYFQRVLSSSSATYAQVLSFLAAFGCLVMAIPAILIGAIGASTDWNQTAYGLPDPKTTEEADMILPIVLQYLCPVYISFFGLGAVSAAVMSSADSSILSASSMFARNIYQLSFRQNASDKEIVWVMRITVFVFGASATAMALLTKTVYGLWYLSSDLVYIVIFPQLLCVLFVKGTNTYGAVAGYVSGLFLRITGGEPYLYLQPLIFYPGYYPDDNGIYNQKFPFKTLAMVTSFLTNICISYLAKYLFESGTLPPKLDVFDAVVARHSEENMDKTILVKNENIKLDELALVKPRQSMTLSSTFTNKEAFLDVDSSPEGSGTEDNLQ
OX1R antagonist = human HCRTR1 antagonism; CHO/OX1R cells, Fluo-8 calcium fluorescence, orexin A; inhibition, % at 5 µM; hit rate 0.43% among 330,000;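 active = inhibition above its plate's threshold, mean inhibition of all tested compounds on the plate plus 3 SD, cut at about 37% in these data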;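 also: 0% = orexin A challenge wells and 100% = SB-334867-A antagonist wells; not every result past the cut was called active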
Target sequence (O43613 whole entry, looked up): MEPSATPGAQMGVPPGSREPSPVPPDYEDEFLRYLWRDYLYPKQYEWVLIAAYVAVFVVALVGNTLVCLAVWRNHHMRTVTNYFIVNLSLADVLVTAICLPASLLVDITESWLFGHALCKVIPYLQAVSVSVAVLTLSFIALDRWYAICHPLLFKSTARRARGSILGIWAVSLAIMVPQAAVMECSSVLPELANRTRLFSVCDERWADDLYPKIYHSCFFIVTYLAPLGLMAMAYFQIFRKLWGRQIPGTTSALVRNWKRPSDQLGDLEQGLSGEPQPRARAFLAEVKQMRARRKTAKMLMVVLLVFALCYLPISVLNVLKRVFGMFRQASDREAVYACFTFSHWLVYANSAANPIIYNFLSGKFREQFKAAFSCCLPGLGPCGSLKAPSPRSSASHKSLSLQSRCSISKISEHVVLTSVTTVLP
* = called active by the depositor; i = inactive; . = no result given. The order is random; 0.8% or so of the library scored in one or more.

Every second line gives: CHT PAM | OX1R antagonist
> CC(C)C[C@H](NC(=O)Nc1cccc(C(F)(F)F)c1)C(=O)O
 : i | -1
> Nc1nsc2ccccc12
 : i | 6
> N#Cc1c[nH]n2c(=O)c3c(nc12)CCC3
 : i | 1
> CC(C)c1nnc(NC(=O)c2nc(S(=O)(=O)Cc3ccccc3)ncc2Cl)s1
 : i | -29
> O=c1nc2ccccn2c2ccc(S(=O)(=O)N3CCCCC3)cc12
 : i | -5
> NC1=NC(=Nc2ccc(Cl)cc2)c2ccccc21
 : i | 1
> CC1CC(C)CN(C(=O)C(Cc2ccccc2)NC(=O)c2ccccc2)C1 (configuration not stated)
 : i | -33
> Cc1ccc(CO/N=C/c2c(O)cc(C)oc2=O)cc1
 : i | -19
> CC(C)N(CCc1ccncc1)C(=O)Nc1ccc(Cl)c(Cl)c1
 : i | -19
> COc1cc(C(=O)OCC(C)=O)c([N+](=O)[O-])cc1OC
 : i | 4
> O=C(CN1C(=O)S/C(=C\c2cccs2)C1=O)Nc1ccc(O)cc1C(=O)O
 : i | -8
> CC(C)c1nc(SCc2c(F)cccc2Cl)c2c(=O)n(C)c(=O)n(C)c2n1
 : i | -30
> CCOc1ccc(C(=O)Nc2ccc(CN3CCOCC3)cc2)cc1Cl
 : i | .
> C=CCn1sc(=N)c(C#N)c1N
 : i | 4
> Cc1ccccc1CC1(CO)CCCN(C(=O)c2ccccc2N(C)C)C1 (configuration not stated)
 : i | -19

Brought forward from above: 2 compounds; new compounds follow.
Every second line gives: CHT PAM | OX1R antagonist
> C=CCn1sc(=N)c(C#N)c1N
 : i | 4
> Cc1ccccc1CC1(CO)CCCN(C(=O)c2ccccc2N(C)C)C1 (configuration not stated)
 : i | -19
> COC(=O)C1CCN(C(=O)N2CCOCC2)CC1
 : i | -14
> Cc1cc(N2CCN(Cc3nc(-c4ccc(F)cc4)oc3C)CC2)cc(C)n1
 : 6.8* | -10
> COc1cc(NC(=O)C2CC(c3cccc(OC)c3OC)=NO2)cc(OC)c1OC (configuration not stated)
 : i | -28
> O=C(NCC1CCCN(C(=O)c2cscn2)C1)c1ccccc1Cl (configuration not stated)
 : i | -15
> CC1(C)Cc2nc3nc(SCC(=O)Nc4ccccc4)nc(N)c3cc2CO1
 : i | -36
> COc1ccccc1CC(=O)N1CCCC(CCC(=O)NCc2ccccc2F)C1 (configuration not stated)
 : i | -26
> COc1cccc(/C=N/NC(=O)CCc2n[nH]c(=O)[nH]c2=O)c1O
 : i | -16
> CC(C)Oc1ccc(CNCCC2(C(C)C)CCOC(C)(C)C2)cc1 (configuration not stated)
 : i | -37
> CC1CCCC(C)N1C(=O)COC(=O)C(Cc1ccccc1)NC(=O)c1cccs1 (configuration not stated)
 : i | -7
> CCN(CC)c1ccc(CN(C(=O)c2cc(OC)c(OC)c(OC)c2)C2CCS(=O)(=O)C2)cc1 (configuration not stated)
 : i | -16
> COCCNC(=S)Nc1ccccn1
 : i | 3
> COc1ccc2[nH]c(C)c(CCN(Cc3cccs3)C(=S)Nc3ccccc3)c2c1
 : i | -15
> CC(C)(C)NC(=O)Cn1nnc(-c2ccccc2NC(=O)c2cnccn2)n1
 : i | -30
> Cc1cc(C(F)F)n2nc(C(=O)O)nc2n1
 : i | -3
> CC(C)[C@@H](C(=O)N[C@@H](C(=O)O)c1ccccc1)N1C(=O)N2CCc3c([nH]c4ccccc34)[C@@]2(C)C1=O
 : i | -4

In the list so far, these have fluorine:
Every second line gives: CHT PAM | OX1R antagonist
> CC(C)C[C@H](NC(=O)Nc1cccc(C(F)(F)F)c1)C(=O)O
 : i | -1
> CC(C)c1nc(SCc2c(F)cccc2Cl)c2c(=O)n(C)c(=O)n(C)c2n1
 : i | -30
> Cc1cc(N2CCN(Cc3nc(-c4ccc(F)cc4)oc3C)CC2)cc(C)n1
 : 6.8* | -10
> COc1ccccc1CC(=O)N1CCCC(CCC(=O)NCc2ccccc2F)C1 (configuration not stated)
 : i | -26
> Cc1cc(C(F)F)n2nc(C(=O)O)nc2n1
 : i | -3

Next compounds follow.
Every second line gives: CHT PAM | OX1R antagonist
> CN(c1ccc(C(=O)NCc2ccncc2)cc1)S(C)(=O)=O
 : i | -18
> COc1ccc(N(C)C(=O)Cc2c(C(=O)O)[nH]c3ccccc23)c(OC)c1
 : i | -11
> O=C(CSCC(=O)Nc1ccc2ccccc2c1)NCc1ccccc1
 : i | -18
> Cn1nnnc1SCCNCc1ccccc1OCc1ccc(Cl)cc1
 : i | -24
> Cc1ccc(S(=O)(=O)NCCC(=O)NCC(c2cccs2)N(C)C)cc1 (configuration not stated)
 : . | -24
> CSc1nc2cc(S(=O)(=O)N3CCOCC3)ccc2s1
 : i | -13
> CC1(C)NC(=O)N(CC(=O)N2CCN(S(=O)(=O)c3ccccc3C(F)(F)F)CC2)C1=O
 : . | 0
> COc1ccccc1CC(=O)N1CCN(c2cccc(C(F)(F)F)c2)CC1
 : i | -2
> C/C(=N/NS(=O)(=O)c1ccc(Cl)cc1)c1ccncc1
 : i | 8
> O=C(CN1CCOCC1)NCCc1ccccc1
 : i | -6
> CN1C(=S)SC(C)(NO)C1(C)C (configuration not stated)
 : i | -5
> CC1(C(=O)O)CCC(C(=O)Nc2ccccc2)C1(C)C (configuration not stated)
 : i | 5
> Cc1ccc(N(CC(O)Cn2c3ccccc3c3ccccc32)S(C)(=O)=O)c(C)c1 (configuration not stated)
 : i | -9
> CN(c1ccccc1)S(=O)(=O)c1ccc(NC(=O)c2ccccc2C(=O)O)cc1
 : i | -20
> CN(C)c1ccc(C2/C(=C(/O)c3ccccc3)C(=O)C(=O)N2CCCC(=O)O)cc1 (configuration not stated)
 : i | -9
> N#CC(Cc1ccccc1)(Cc1ccccc1)C(=O)NN
 : i | 12
> COCC(COS(N)(=O)=O)Cc1ccccc1 (configuration not stated)
 : i | -16
> CC(=O)Nc1sc(NC(=O)c2ccc([N+](=O)[O-])cc2)nc1-c1cccs1
 : i | -8
> CC1CC(C)CN(CCCNC(=O)c2ccc(N3CCCC3=O)cc2)C1 (configuration not stated)
 : i | 0
> Cc1c(C)c2c(OCC(=O)N[C@@H](CC(C)C)C(=O)O)cc3c(c2oc1=O)CCC(C)(C)O3
 : i | .
> COC(=O)c1ccc(C(=O)OC)c(NC(=O)C2CCCO2)c1 (configuration not stated)
 : i | -30
> CCN(CC)C(=O)Cn1cc(S(=O)(=O)Cc2cccc([N+](=O)[O-])c2)c2ccccc21
 : i | -29
> Cc1cccc(Cl)c1NC(=O)N1CCCN(c2nc3ccc(Cl)cc3s2)CC1
 : i | -19
> CC1(C)CC(=O)C(C=Nc2ccccc2Sc2ccccc2)=C(O)C1
 : i | -21
> CCOc1ccc(S(=O)(=O)NCc2ccc(Cl)cc2)c2cccnc12
 : i | -19
> CCN1CCN(C(=S)Nc2cc(C(=O)OC)ccc2C(=O)OC)CC1
 : i | -3
> Clc1ccc(-c2nnc(CSc3nnc(-c4cccs4)o3)o2)cc1
 : i | -19
> CCC(=O)N1CCN(c2nc3ccccc3s2)CC1
 : i | -19
> Cc1cc(C)nc(SCCC(=O)Nc2cccc3ccccc23)n1
 : i | -13
> O=C1CCN(S(=O)(=O)c2ccc(Br)cc2)CCN1
 : i | 4

Single values from the list:
Cn1nnnc1SCCNCc1ccccc1OCc1ccc(Cl)cc1 – OX1R antagonist = -24
Nc1nsc2ccccc12 – OX1R antagonist = 6
C/C(=N/NS(=O)(=O)c1ccc(Cl)cc1)c1ccncc1 – OX1R antagonist = 8

The results go on.
Every second line gives: CHT PAM | OX1R antagonist
> CNC(=O)C1CC(=O)N(CCc2ccc(OC)c(OC)c2)C(=Nc2ccc(F)cc2)S1 (configuration not stated)
 : i | -24
> CC(C)CCN(CCC(C)C)CC(O)Cn1c2ccccc2c(=O)c2ccccc21 (configuration not stated)
 : i | -38
> COc1cccc(NC(=O)CN(C)CC(=O)NCc2ccc(F)cc2)c1
 : . | 2
> CN1CCN(C(=O)/C(=C/c2cn(S(=O)(=O)N(C)C)c3ccccc23)NC(=O)c2ccccc2)CC1
 : i | -30
> COc1ccc(NC(=O)CC(c2ccccc2)c2ccco2)cc1 (configuration not stated)
 : i | -14
> O=C(NC(=O)c1ccc(F)cc1)Nc1nc(-c2cccs2)cc(C(F)(F)F)n1
 : i | -20
> CC(C)(C)c1ccc(OCC(=O)NCCN2CCOCC2)cc1
 : i | -14
> c1ccc(CSc2nc3ccccc3[nH]2)cc1
 : i | 1
> O=C1CC(c2ccc(Br)cc2)NC(c2ccc(Br)cc2)C1c1ccccc1 (configuration not stated)
 : i | -22
> Cc1cc(NC(=O)c2cc([N+](=O)[O-])cc([N+](=O)[O-])c2C)no1
 : i | -23
> O=C(Cc1nnc(NC(=O)c2ccccc2)s1)N/N=C/c1cccc(O)c1
 : i | -14
> O=C(O)c1cccc2c1C(=O)c1ccc(Cl)cc1S2(=O)=O
 : . | 0
> O=C(C1CC(c2ccc(F)cc2)=NO1)N1CCc2ccccc2C1 (configuration not stated)
 : i | -29
> C[C@H]1CCC(=O)N([C@H](CC#N)Cc2ccccc2)CC1
 : i | -14
> CCCC(=O)Nc1cc(C)c(NC(=O)c2ccncc2)cn1
 : i | 0
> COCCCNC(=O)C[C@H]1C[C@H](C(=O)N2CCOCC2)[C@@]2(CCC3CCCC3)c3[nH]c4cc(-c5ccco5)ccc4c3CCN2C1=O
 : . | -5
> C/C(=N\NC(=O)C1CC1)c1ccccc1O
 : i | -21
> O=C(Nc1nc2c(F)cc(F)cc2s1)C1CC1
 : i | -9
> Cc1noc(C)c1C(=O)N1CCOCC1
 : i | -12
> COCCn1c(SCC(=O)NC2CCCCC2)nc2c(c1=O)SCC2
 : i | -18
> CCn1cnc2sc(C(=O)Nc3ccccc3OC)c(C)c2c1=O
 : i | -8
> COc1ccc(OC)c(NC(=O)Cn2c(=O)oc3ccccc32)c1
 : i | -21
> Clc1ccc(-n2ncc3c(N4CCCCCC4)ncnc32)cc1
 : i | -19
> CCOC(=O)NC1C=CS(=O)(=O)C1 (configuration not stated)
 : i | -13
> COc1ccc(OCc2cc(C(=O)N(C)C3CCOC3)no2)c(Cl)c1 (configuration not stated)
 : i | -17
> COc1cc(/C=C(\C#N)c2nc3ccccc3s2)ccc1OCC(=O)Nc1ccccc1
 : i | 43
> CCc1ccc(N(CC(=O)NC2CCCCC2)C(=O)CNC(=O)c2ccco2)cc1
 : i | -16
> Cc1cc(N2CCN(C3CCCCC3)CC2)n2nc(C)nc2n1
 : 8.9* | -6
> O=C(Nc1nc2c(Br)cccc2s1)C1CC1
 : i | -47
> COCC(C)NC(=O)/C=C/c1ccc(OC)cc1 (configuration not stated)
 : i | 2
> COC(=O)c1cn(CC(=O)NC2CCCCC2)c2ccccc12
 : i | -4
> Cn1cccc1C(=O)C(=O)Nc1ccccc1C(F)(F)F
 : i | -15
> CCc1ccc(NC(=O)CN2CCCN(S(=O)(=O)c3ccc(F)cc3)CC2)cc1
 : i | -29
> CSCCC(NC(=O)c1ccc(Cl)cc1)C(=O)OCC(=O)Nc1ccc(C#N)cc1 (configuration not stated)
 : i | -26
> CC(=O)Nc1ccc(OCC(O)CN2CCN(S(=O)(=O)c3ccc(NC(C)=O)cc3)CC2)cc1 (configuration not stated)
 : i | -1
> Cc1nn(Cc2ccccc2)c(Cl)c1C(=O)NCc1ccco1
 : i | 0
> C=CCNc1nc(S(=O)Cc2ccc(C)cc2)nc2c1CCCC2 (configuration not stated)
 : i | -14
> COc1ccc(NC(=O)CN2C(=O)NC3(CCCC3)C2=O)cc1
 : i | 12
> CCOC(=O)c1c(C)n(C)c2ccc(O)c(CN(CC)CC)c12
 : i | -26
> CCN1CCN(C(=O)c2c(-c3ccccc3)noc2C)CC1
 : i | 2
> COc1ccc(CCCC(=O)NC2CCCCC2)cc1
 : i | 7
> CC(=O)Oc1ccc2c(=O)c(Oc3ccccc3)coc2c1OC(C)=O
 : i | -10
> O=C(CN1C(=O)C2C3CCC(C3)C2C1=O)OCC(=O)c1ccccc1 (configuration not stated)
 : i | 9
> Nc1ncnc(NC2CCS(=O)(=O)C2)c1[N+](=O)[O-] (configuration not stated)
 : i | 4
> O=C(NCCC1CCCCN1S(=O)(=O)c1cccs1)C(=O)Nc1ccccc1 (configuration not stated)
 : i | -27
> Cc1nn(C(=O)CNC(=O)c2ccccc2)c(C)c1C
 : i | -6
> O=C(c1ccc2c(=O)n(C3CCCC3)c(=S)[nH]c2c1)N1CCCCCC1
 : i | -23
> Cc1csc(NC(=O)c2c(-c3c(F)cccc3Cl)noc2C)n1
 : . | -26
> COC(=O)C(Cc1ccccc1)NC(=O)CSc1nc(C)cc(=O)[nH]1 (configuration not stated)
 : i | -7
> Cn1c(SCc2ccccc2C#N)nnc1-c1ccncc1
 : i | -6
> Cc1ccc(N2CC(C(=O)Nc3cccnc3)CC2=O)cc1C (configuration not stated)
 : i | 4
> Cc1cc(C)nc(SCc2ccc(C(=O)NN=C3CCCC3)cc2)n1
 : i | -8
> CC(=O)NCCC(=O)N1CCc2c([nH]c3ccccc23)C1c1cccc(C)c1 (configuration not stated)
 : i | -24
> COc1ccc(-c2coc3cc(OC)cc(O)c3c2=O)cc1
 : i | -31
> CCc1nc2sc3c(Cl)ncnc3c2c2c1CCCC2
 : i | -6
> CC(C)(C)OC(=O)C[C@@H]1C/C=C\C[C@H](CC(=O)N[C@H](CO)Cc2ccccc2)C(=O)N2CCC[C@H]2COC1=O
 : . | -11
> Cc1ccc(C2=NS(=O)(=O)N(C)C(C(=O)NC3CCCC3)=C2)cc1
 : i | -13
> O=c1cnn(-c2ccccc2)c(-c2ccccc2)c1
 : i | 11
> Cc1ccc(C)n1-c1ccc(C(=O)NN)cc1
 : i | -22
> Cc1cc(CN(C)C(=O)c2cc(COc3ccc(C)c(C)c3)on2)n[nH]1
 : i | -19
> CC1(C(=O)NCc2cc(F)cc(C(F)(F)F)c2)C=CC2(CCCCC2)N1C(=O)c1ccccc1 (configuration not stated)
 : i | -26
> COc1ccccc1C(=O)NCCC(=O)Nc1cccc(S(=O)(=O)N2CCCC2)c1
 : . | -15
> COc1cccc(C2[C@H](C)C3(CCN2C)OCCO3)c1 (some centres not stated)
 : i | -8
